Assay outcomes: PubChem BioAssay, several laboratories
TRPC4 potent = allosterically enhances the mouse TRPC4 cation channel; Q9QUQ5; HEK293 TRPC4beta/mu-opioid, DAMGO EC20, Fluo-4 Ca2+ flux; active compounds read high; B-score at 10 µM; hit rate 0.42% among 310,000;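 active = B-score of calcium response area above 5 SD of library B-scores, with initial fluorescence ratio within 5 SD of library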;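 note: B-score of integrated fluorescence ratio over time as area under calcium response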
AI-2 QS mod = modulates the Vibrio harveyi AI-2 quorum sensing system; Vibrio harveyi JMH597 AI-2 luminescence/OD600 ratio, 9 h; active compounds read low; strain lacks LuxN and CqsS sensors; 0 = neutral-control median; activity change, % at 7.5 µM; hit rate 0.4% among 300,000; AID 2094; in the data active = activity change below about -75%, passing the limit was not always enough;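 note: luminescence divided by OD600 gain over 9 h not by final OD600 alone; inactives centre near 13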
TRPC4 block = TRPC4 (mouse) channel inhibition. hit rate 0.39% among 300,000. B-score at 10 µM. Q9QUQ5. HEK293 TRPC4beta/mu-opioid, DAMGO-evoked Fluo4 calcium flux; active compounds read low. AID 2247;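 active = B-score over 3 SD under the library average, no early fluorescence shift, positive overall ratio signal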
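material = TRPC4beta/mu-opioid receptor HEK293 cell line | probe or stimulus = sequential submaximal and maximal DAMGO stimulation | compound dosing = one concentration per compound | measured by = Fluo4 Ca2+ flux fluorescence | evaluation = integrated fluorescence ratio relative to baseline, converted to per-well B score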
PolyA inh = yeast polyadenylation inhibition; S. cerevisiae SKY197-pL101 polyadenylation reporter, beta-gal luminescence; efflux-impaired pdr1/pdr3 knockout yeast; score 100 = 6 SD above DMSO; calls only at 12 µM; hit rate 0.02% among 300,000;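 active = lowest replicate activity score at least 50, where 100 means six control SD above control mean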;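 note: yeast exposed to compound for 9 h at 30 °C; higher score means more reporter readthrough which indicates perturbed polyadenylation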
MrgX1 antagonist = human MrgX1 receptor antagonism, primary screen; AID 588676; Q96LB2; MRGX1-HEK293 calcium flux, Fluo-4, BAM8-22 antagonism; active compounds read low; hit rate 1.3% among 310,000; B-score at 10 µM;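 active = calcium-response B-score plate-corrected more than 3 library SD below zero, starting fluorescence within 5 deviations, no agonist response on first addition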;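 note: peak minus trough fluorescence over baseline after final BAM8-22 challenge near maximal dose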
TRPC6 activator = mouse TRPC6 channel activation; Q61143; HEK293-TRPC6 membrane potential dye fluorescence; active compounds read high; B-score at 10 µM; hit rate 0.13% among 310,000; AID 2550;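 active = B-score of the integrated fluorescence ratio above library mean plus 3 SD, and starting fluorescence ratio within library mean plus 5 SD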;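 note: higher score means more depolarization so channel activation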
Target sequence (Q61143 whole entry, looked up): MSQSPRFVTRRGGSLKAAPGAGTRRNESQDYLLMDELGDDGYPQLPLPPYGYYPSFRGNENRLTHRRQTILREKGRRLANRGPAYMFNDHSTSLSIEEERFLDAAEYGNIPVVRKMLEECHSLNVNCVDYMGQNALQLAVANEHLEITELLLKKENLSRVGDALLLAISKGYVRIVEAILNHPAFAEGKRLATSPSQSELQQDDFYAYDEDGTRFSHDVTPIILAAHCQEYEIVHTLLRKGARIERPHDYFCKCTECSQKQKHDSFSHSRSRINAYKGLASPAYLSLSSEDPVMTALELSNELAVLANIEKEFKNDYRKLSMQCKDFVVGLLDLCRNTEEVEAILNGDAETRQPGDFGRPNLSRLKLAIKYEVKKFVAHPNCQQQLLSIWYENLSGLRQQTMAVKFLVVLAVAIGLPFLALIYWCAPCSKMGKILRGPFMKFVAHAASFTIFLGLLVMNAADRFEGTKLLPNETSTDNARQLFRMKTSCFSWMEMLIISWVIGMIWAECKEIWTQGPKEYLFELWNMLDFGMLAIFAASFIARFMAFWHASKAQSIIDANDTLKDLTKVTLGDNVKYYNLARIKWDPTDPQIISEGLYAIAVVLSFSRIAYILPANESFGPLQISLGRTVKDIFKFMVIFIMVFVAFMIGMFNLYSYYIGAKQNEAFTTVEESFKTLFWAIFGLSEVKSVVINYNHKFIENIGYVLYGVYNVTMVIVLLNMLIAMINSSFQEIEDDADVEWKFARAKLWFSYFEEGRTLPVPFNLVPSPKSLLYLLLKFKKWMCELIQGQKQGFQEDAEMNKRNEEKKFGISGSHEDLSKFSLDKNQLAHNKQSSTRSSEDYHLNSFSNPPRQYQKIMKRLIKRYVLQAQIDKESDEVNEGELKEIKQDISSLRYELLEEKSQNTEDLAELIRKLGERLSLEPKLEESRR
HIF act = HIF pathway transcriptional activation | U2OS HRE-luciferase reporter, luminescence; normalized: DMSO 0%, desferrioxamine 100% | activation, % at 7.5 µM (by protocol) | hit rate 0.32% among 300,000 | AID 1910;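 active = mean activation of at least 10% of the iron chelator positive control signal, with at least half of replicates also reaching 10%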
MrgX1 ag = human MrgX1 receptor agonism, primary screen | Q96LB2 | MrgX1-HEK293 cells, Fluo-4 calcium fluorescence, agonist mode; active compounds read high | B-score at 10 µM | hit rate 0.44% among 310,000 | AID 588627;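 active = calcium response B-score plate-corrected fluorescence ratio at least 3 library SD, with starting fluorescence B-score inside 5 SD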
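Assay system: MrgX1-expressing HEK293 cells / Amount: fifteen thousand cells per well / Doses: test compound in the initial addition of three / Timing: cells plated overnight, dye loaded 0.5 h 37 °C, 0.5 h room temperature / Technique: kinetic calcium dye fluorescence, Fluo-4 NW / Control set: positive and negative controls per plate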
TRPC6 inh = blocks the mouse TRPC6 cation channel. Q61143. HEK293-TRPC6, membrane potential dye, ACh-evoked depolarization; active compounds read low. B-score at 10 µM. hit rate 1.1% among 310,000. AID 2553;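 active = B-score under library mean minus 3 SD, initial fluorescence not abnormally high, positive integrated signal ratio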;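 note: B-score derived from integrated fluorescence ratio over the kinetic read; more negative B-score means stronger inhibition of depolarization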
TRPC4 act = activators of mouse TRPC4 channel; HEK293 TRPC4beta/mu-opioid, Fluo4 calcium fluorescence; active compounds read high; B-score at 10 µM; hit rate 0.49% among 310,000; AID 2237;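 active = B-score above 5 SD of library B-scores, and initial fluorescence ratio not above library mean plus 5 SD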;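 note: positive B-score marks a calcium rise read as TRPC4 activation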
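Test system: HEK293 cells stably co-expressing mouse TRPC4beta and mu-opioid receptor | Schedule: Fluo4 dye loading 45 min at room temperature, 110 s recording | Measured by: Kinetic Fluo4 calcium fluorescence, 5 s baseline at 1 Hz | Evaluation: B score of integrated ratio | Controls: Buffer (low) and maximal DAMGO (high)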
MrgX1 PAM = human MrgX1 positive allosteric modulation, primary screen; MrgX1-HEK293, Fluo-4 calcium flux, FDSS; active compounds read high; hit rate 0.63% among 310,000; B-score at 10 µM; Q96LB2;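 active = plate-corrected calcium response at least 3 library SD above typical, normal starting fluorescence, not activating the receptor alone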;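 note: compound read alongside a low EC10 to EC30 dose of BAM8-22 agonist; peak minus trough fluorescence over baseline measured at the second addition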
* marks the source's active call; other numbers are inactive results; i = inactive; . = not tested or not shown. This is a subset. The share of hits here may be higher or lower than overall.

| Compound | TRPC4 potent | AI-2 QS mod | TRPC4 block | PolyA inh | MrgX1 antagonist | TRPC6 activator | HIF act | MrgX1 ag | TRPC6 inh | TRPC4 act | MrgX1 PAM |
| --- | --- | --- | --- | --- | --- | --- | --- | --- | --- | --- | --- |
| O=C1C/C(=C\c2c(F)cccc2Cl)N2CCC1CC2 | i | 10 | i | i | i | i | 0.9 | i | i | i | i |
| Cn1c(NCc2ccccc2)nc2c1c(=O)n(Cc1ccccc1)c(=O)n2C | i | 16 | i | i | i | i | 0.0 | i | i | i | i |
| CC(C)c1cccc(C(C)C)c1NC(=O)CN1CCCC1 | i | 34 | i | i | i | i | -0.5 | i | i | i | i |
| COc1ccc(N2CC(C(=O)OCC(=O)c3ccccc3)CC2=O)cc1 (stereo unspecified) | i | 12 | i | i | i | i | 0.0 | i | i | i | i |
| CC1CCCC(NC(=O)CSc2ccc(F)cc2)C1C (stereo unspecified) | i | 1 | i | i | i | i | -0.6 | i | i | i | i |
| N#CC1(c2ccccc2)CCCN1C(=O)c1ccc(Br)cc1 (stereo unspecified) | i | 50 | i | i | i | i | -3.2 | i | i | i | i |
| Cc1cc(NC(=O)CSc2nnc(C)n2C)no1 | i | 16 | i | i | i | i | -0.1 | i | i | i | i |
| Cc1c(Cl)c([N+](=O)[O-])nn1Cc1ccc(C(=O)N/N=C\c2cc(Cl)ccc2O)o1 | i | 12 | i | i | i | i | 50* | i | i | i | i |
| CCCCC(=O)Nc1ccc(C)c(O)c1 | i | 28 | i | i | i | i | 0.4 | i | i | i | i |
| CCOC(=O)C1(Cc2cccc(Cl)c2)CCCN(C(=O)c2cnn(CC)c2)C1 (stereo unspecified) | i | 19 | i | i | i | i | 1.0 | i | i | i | i |
| Cc1ccc(S(=O)(=O)/N=C(\CCl)N2CCOCC2)cc1 | i | -21 | i | i | i | i | -0.6 | i | i | i | i |
| COc1ccc(N(CC(=O)Nc2cc(Cl)ccc2OC)S(=O)(=O)c2c(C)[nH]c(=O)[nH]c2=O)cc1 | i | 13 | i | i | i | i | 0.6 | i | i | i | i |
| COc1ccc(C(C#N)N2CCC(c3ccccc3)=N2)cc1OC (stereo unspecified) | i | 50 | i | i | i | i | 0.2 | i | i | i | i |
| CCN(CC)c1nc2ccccc2nc1-n1nc(C)cc1C | i | 17 | i | i | i | i | -0.6 | i | i | i | i |
| Cc1ccc(-c2nnn(CC(=O)N(c3ccccc3F)C(CC(C)C)C(=O)NCC3CCCO3)n2)cc1 (stereo unspecified) | i | 3 | i | i | i | i | -0.7 | i | i | i | i |
| Cc1cc(C(=O)Nc2c(F)c(F)c(F)c(F)c2F)n(-c2ccccc2)n1 | i | 13 | i | i | i | i | -0.1 | i | i | i | i |
| O=C(Nc1nnc(C2=COCCO2)o1)c1cccc(C(F)(F)F)c1 | i | 63 | i | i | i | i | 1.0 | i | i | i | i |
| CN1CCN(S(=O)(=O)c2ccc3c(c2)C(C)(C)C(=O)N3C)CC1 | i | 19 | i | i | i | i | -0.2 | i | i | i | i |
| COc1cccc(NC(=O)C2CCN(S(=O)(=O)c3ccc4c(c3)NC(=O)CO4)CC2)c1 | i | 7 | i | i | i | i | -0.2 | i | i | i | i |
| CCOC(=O)Cn1nc(-c2ccc(F)cc2)cc(Cc2ccccc2)c1=O | i | 8 | i | i | i | i | 1.0 | i | i | i | i |
| O=C(Oc1ccc(F)cc1)c1ccc2c(=O)n3c(nc2c1)CCC3 | i | -16 | i | i | i | i | -0.4 | i | i | i | i |
| COc1ccc(CCNC(=O)Cn2nnc(C(=O)Nc3cc(C)ccc3C)c2N)cc1OC | i | 13 | i | i | i | i | -0.5 | i | i | i | i |
| CCOC(=O)CC(NS(=O)(=O)c1ccc(OC)c(C)c1)c1cccc([N+](=O)[O-])c1 (stereo unspecified) | i | 11 | -6* | i | i | i | -0.3 | i | i | i | i |
| O=c1c2ccccc2nc(-c2ccccc2)n1Cc1ccc(Cl)cc1 | i | 19 | i | i | i | i | -0.5 | i | i | i | i |
| CCN(CC)CC#CCC(O)(c1ccccc1)c1ccccc1 | i | 5 | i | i | i | i | -1.0 | i | i | i | i |
| O=c1c2ccccc2ncn1-c1cccc(Cl)c1 | i | 12 | i | i | i | i | 0.4 | i | i | i | i |
| COc1ccc(CNC(=O)CS(=O)(=O)Cc2nc(-c3ccc(OC)cc3)oc2C)cc1 | i | -4 | i | i | i | i | 0.0 | i | i | i | i |
| CN(Cc1cnccn1)Cc1ccccc1OCC(O)CN1CCc2ccccc2C1 (stereo unspecified) | i | 9 | i | i | i | i | -0.1 | i | i | i | i |
| CCOC(=O)c1ccc(-c2ccc(C(=O)Nc3cccnc3)o2)cc1 | i | 20 | i | i | i | i | -0.3 | i | i | i | i |
| S=C(c1ccc(-c2ccc(Cl)c(Cl)c2)o1)N1CCOCC1 | i | 3 | i | i | i | i | . | i | i | i | i |
| CCOC(=O)c1c(N2C(=O)CC(Sc3ccccc3C(=O)O)C2=O)sc2c1CCCC2 (stereo unspecified) | i | 21 | i | i | i | 18* | 0.1 | i | i | i | i |
| CCOC(=O)Cn1c(=O)oc2cc(S(=O)(=O)N3CCCc4ccccc43)ccc21 | i | 19 | i | i | i | i | -0.2 | i | i | i | i |
| CCOC(=O)CC1=C(C#N)C(c2cccnc2)C(C(=O)OCC)=C(N)O1 (stereo unspecified) | i | 0 | i | i | i | i | -0.4 | i | i | i | i |
| CCN(CC)S(=O)(=O)c1ccc(NC(=O)CSc2ncnc3ccccc23)cc1 | i | 12 | i | i | i | i | -0.6 | i | i | i | i |
| COc1ccc(C2C(C(=O)N3CCN(c4ccccn4)CC3)CC(=O)N2c2ccc(OC)cc2)cc1 (stereo unspecified) | i | 19 | i | i | i | i | -0.1 | i | i | i | i |
| O=Cc1[nH]c2ccccc2c1N(C(=O)CCl)c1ccc([N+](=O)[O-])cc1 | i | 26 | i | i | i | i | 0.9 | i | i | 45* | i |
| CCOC(=O)C1=C(c2ccccc2)NC(=O)NC1c1cc(OC)c(O)c([N+](=O)[O-])c1 (stereo unspecified) | i | 5 | i | i | i | i | -0.7 | i | i | i | i |
| CCOc1ccc(Cn2cc(F)c(=O)[nH]c2=O)cc1 | i | . | i | i | i | i | -0.8 | i | i | i | i |
| CCCCc1ccc(NC(=S)N2CCCC(C)C2)cc1 (stereo unspecified) | i | 9 | i | i | i | i | -0.7 | i | i | i | i |
| Cc1cccc(C)c1NC(=S)N(CCCN1CCOCC1)Cc1cccnc1 | i | 22 | i | i | -4.9* | i | -0.4 | i | i | i | i |
| Cc1ccc(OCCCC(=O)NCc2ccco2)c(C)c1 | i | 16 | i | i | i | i | -0.4 | i | i | i | i |
| O=C(c1ccccn1)N1CCN(S(=O)(=O)c2ccccc2)CC1 | i | 16 | i | i | i | i | 0.1 | i | i | i | i |
| Cc1cc(CN(C)C(=O)c2cc(COc3ccc4ncccc4c3)on2)on1 | i | -21 | i | i | i | i | 1.0 | i | i | i | i |
| COc1cc(NC(=O)c2cc(-c3ccco3)on2)cc(OC)c1OC | i | 9 | i | i | i | i | -0.2 | i | i | i | i |
| O=C(O)CCNC(=O)c1ccc(NC(=O)Cc2ccc(Cl)cc2)cc1 | i | 15 | i | i | i | i | -0.2 | i | i | i | i |
| COc1ccccc1-c1nc(SCC(=O)NCC2CCCO2)c2c(=O)n(C)c(=O)n(C)c2n1 (stereo unspecified) | i | 18 | i | i | i | i | -0.2 | i | i | i | i |
| CCOC(=O)c1c(C)[nH]c(C(=O)OCCOc2ccccc2C)c1C | i | 4 | i | i | . | i | 3.4 | . | i | i | . |
| CCOC(=O)c1[nH]c2ccc(OCC)cc2c1NC(=O)CN1CCN(c2ccccn2)CC1 | i | 24 | i | i | i | i | -0.4 | i | i | i | i |
| CN1CCN(c2ccccc2NC(=O)c2sc3ccccc3c2Cl)CC1 | i | 12 | i | i | i | i | 1.0 | i | i | i | i |
| Cc1cc(N(C(=O)c2ccco2)C(C(=O)NC2CCCCC2)c2ccccc2)ccc1-n1cnnn1 (stereo unspecified) | i | 19 | i | i | i | i | -0.3 | i | i | i | i |
| CC1(C)C(=O)N(c2ccccc2F)C(=O)c2ccccc21 | i | 1 | i | i | i | i | -0.6 | i | i | i | i |
| O=C(NCCCN1CCN(c2cccc(Cl)c2)CC1)C1CCC(=O)N1Cc1ccccc1Cl (stereo unspecified) | i | 21 | -6* | i | . | i | 0.0 | . | i | i | . |
| O=C(Nc1ccccc1N1CCCC1)c1cc(S(=O)(=O)N2CCOCC2)ccc1Cl | i | 22 | i | i | i | i | 0.7 | i | i | i | i |
| CCc1ccc(/C=C2/C(=O)NC(=O)N2C(C)=O)cc1 | i | 21 | i | i | i | i | 2.9 | i | i | i | i |
| CCOC(=O)c1c(NC(=S)NC(=O)c2ccc(Cn3cc(Cl)cn3)o2)sc2c1CCCCC2 | i | 12 | i | i | i | i | -1.2 | i | i | i | i |
| CCOc1ccccc1CN1CCC(n2nccc2NC(=O)CCCc2ccccc2)CC1 | i | 32 | i | i | i | i | 0.1 | i | i | i | i |
| O=C(Oc1cccc([N+](=O)[O-])c1)c1cc(-c2ccccc2)nc2ccccc12 | i | 7 | i | i | i | i | -0.3 | i | i | i | i |
| O=C(NCCCN1CCCC1=O)c1ccc(OC(F)(F)F)cc1 | i | 8 | i | i | i | i | 0.9 | i | i | i | i |
| Oc1c(C(Nc2cccc(C(F)(F)F)c2)c2ccncc2)ccc2cccnc12 (stereo unspecified) | i | -34 | i | i | i | i | 24* | i | i | i | i |
| S=C(NCc1cccnc1)NCc1cccnc1 | i | 8 | i | i | i | i | 0.5 | i | i | i | i |
| C/C(=N\NC(N)=O)c1ccccc1Cl | i | -6 | i | i | i | i | -0.1 | i | i | i | i |
| CCn1c(COc2ccc(C)cc2)nnc1SCC(=O)Nc1cc(OC)ccc1OC | i | 27 | i | i | i | i | -0.1 | i | i | i | i |
| O=C(c1cncc(Br)c1)N1CCN(S(=O)(=O)c2ccc(Cl)cc2)CC1 | i | 60 | i | i | i | i | 0.2 | i | i | i | i |
